MCF10A rereplic – induces DNA re-replication in MCF 10a normal breast cells. 350,000 tested, 2.9% active. AID 624296. Potency, µM (series often up to 46.1 µM), without a hit: top-dose activity, positive = re-replication, most hits filed as activators. MCF 10A DNA re-replication, Hoechst nuclear intensity, 48 h; further: potency means the concentration at half of the fitted maximal effect; % of control where 0% means no effect; nearly all actives have a fitted effect of over 50% in size
ATXN2 expr inh – inhibitors of ATXN2 expression; HEK-293 ATXN2-luciferase reporter, luminescence, 24 h; Potency, µM (top dose mostly 57 µM), for inactives: at the top dose activity change, negative = inhibition, actives largely listed as inhibitors; 360,000 tested, 0.72% active; AID 1745845; further: potency means the concentration at half of the fitted maximal effect; on the % scale 0 is the no-effect control and ±100 the full control effect; nearly all actives have a fitted effect of over 55% in size
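qHTS (up to 57 uM final) was run with 24 h compound exposure of reporter cells at 37 °C. Each well was multiplexed: SteadyGlo luminescence measured ATXN2-luciferase expression after a fluorogenic Gly-Phe-AFC viability readout (25 uM final).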
KB-3-1 tox – KB-3-1 parental cell cytotoxicity. KB-3-1 viability, CellTiter-Glo ATP luminescence, 72 h. Potency, µM (top dose mostly 46.1 µM), for inactives: at the top dose activity change, negative = cytotoxic, hits mostly cytotoxic. 400,000 tested, 1.4% active; further: potency means the concentration at half of the fitted maximal effect; on the % scale 0 is the no-effect control and ±100 the full control effect; nearly all actives have a fitted effect of over 60% in size
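Parental KB-3-1 viability, qHTS format: 72 h compound exposure, 37 °C; CellTiter-Glo; media-only wells and DMSO plates as controls; concentration-effect fits on corrected data.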
SW480 rereplic – inducers of DNA re-replication in SW480 colon cancer cells. SW480 DNA re-replication, Hoechst DNA content imaging, 48 h. 340,000 tested, 1.8% active. AID 624297. Potency, µM (series often up to 46.1 µM), inactives show top-dose re-replication activation, actives largely listed as activators; further: potency means the concentration at half of the fitted maximal effect; % of control where 0% means no effect; nearly all actives have a fitted effect of over 55% in size
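Cells (250 per well) received 23 nL compound or DMSO by pin tool and were kept 48 hr at 37 C, 5% CO2. Nuclei were then stained with Hoechst for 40 min and scanned for DNA content.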
HT1080-NT tox – kills 2HG-producing HT-1080-NT fibrosarcoma cells; HT-1080-NT fibrosarcoma viability, CellTiter-Glo ATP luminescence, 48 h; Potency, µM (highest dose often 46.1 µM), inactives show at the top dose activity, negative = less viability, actives largely listed as cytotoxic; 360,000 tested, 1.6% active; AID 686970;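 further: NT is the 2HG producing partner of a matched IDH1 knockdown line; potency means the concentration at half of the fitted maximal effect; 0% = DMSO-treated cells and -100% = media-only wells without cells; nearly all actives have a fitted effect of over 55% in size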
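Fibrosarcoma NT cells, 750 per well in 5% FBS RPMI, were exposed to compound for 48 hours. Viability: CellTiter-Glo luminescence.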
KB-V1 MDR tox – KB-V1 MDR subline cytotoxicity; KB-V1 MDR cells viability, CellTiter-Glo, 72 h; Potency, µM (doses to about 46.1 µM), for inactives: top-dose activity change, negative = cytotoxicity, most hits filed as cytotoxic; 400,000 tested, 3.4% active; AID 1347076; further: potency means the concentration at half of the fitted maximal effect; on the % scale 0 is the no-effect control and ±100 the full control effect; nearly all actives have a fitted effect of over 60% in size
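Compound-treated KB-V1 multidrug-resistant cells, 72 h, 37 degrees C; viability by CellTiter-Glo. Fitted qHTS curves give the values.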
IL1B secr inh – inhibitors of inflammasome signaling (IL-1 beta secretion); THP-1 LPS/ATP IL-1B secretion, AlphaLISA, 16 h; stronger effect = lower value; activity change, % at 57.5 µM; 360,000 tested, 4.7% active; AID 743279; in the data active means activity change below about -50%; inconclusive means mostly about -30% to -49%; further: on the % scale 0 is the no-effect control and ±100 the full control effect
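THP-1 cells pretreated 1 hr with compounds (up to 57.5 uM final), then stimulated with LPS (250 ng/mL final) plus ATP (1.25 mM final); secreted IL-1B measured by AlphaLISA after 16 hr, decreased signal indicating inhibition.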
HT1080 IDH1KD tx – HT-1080 IDH1 knockdown cell toxicity (counter line); HT-1080 IDH1 knockdown viability, ATP luminescence, 48 h; 360,000 tested, 2% active; Potency, µM (highest dose often 46.1 µM), inactives show at the top dose activity, negative = toxicity, actives largely listed as cytotoxic;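 further: potency means the concentration at half of the fitted maximal effect; 0% = DMSO wells and -100% = cell-free medium wells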
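IDH1KD HT-1080 cells, 750/well, RPMI + 5% FBS; compound pinned after 2 h settling; 48 h, 37 °C; CellTiter-Glo luminescence; % activity normalised to DMSO and no-cell wells; curves fitted, classed by r2 and efficacy.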
S2 tox – reduces viability in counter-screen for ATXN expression inhibitors. Potency, µM (series often up to 56.7 µM), actives largely listed as cytotoxic. S2 cells (HEK-293 line with an ATXN2-luciferase reporter) viability, CellTiter-Fluor protease fluorescence, 24 h. AID 651635. 400,000 tested, 0.49% active; further: potency means the concentration at half of the fitted maximal effect; nearly all actives have a fitted effect of over 40% in size
* hit, by the source's call; & = joins results of further samples; [ ] = remark or other dose. Unless noted, the call rests on the fitted dose curve; in most records, active means well fitted curve in the direction sought with a large enough effect; inconclusive means small, poorly fitted or top-dose-only effect, or another doubt; inactive means no such curve, though single readings can be large; an effect the other way counts as inactive or inconclusive. Rows are unselected; overall some 11% were active at least once.

Results for COCC(N)(c1ccccc1)c1nc2ccccc2n1C (stereo unspecified) ?
MCF10A rereplic: 17%; ATXN2 expr inh: 2%; KB-3-1 tox: 5%; SW480 rereplic: -17%; HT1080-NT tox: 9%; KB-V1 MDR tox: inconclusive; IL1B secr inh: 5; HT1080 IDH1KD tx: 4%; S2 tox: inactive

What do the screens show for `O=C(Cc1ccccc1[N+](=O)[O-])NC1CC2CCC1C2` (stereo unspecified)?
MCF10A rereplic: -2%; ATXN2 expr inh: 0%; KB-3-1 tox: 3%; SW480 rereplic: 5%; HT1080-NT tox: 8%; KB-V1 MDR tox: 0%; IL1B secr inh: -1; HT1080 IDH1KD tx: 7%; S2 tox: inactive

What do the screens show for `Cc1cc(Cl)ccc1OCc1nnc2n1CCCCC2`?
MCF10A rereplic: 0%; ATXN2 expr inh: -17%; KB-3-1 tox: 8%; SW480 rereplic: -14%; HT1080-NT tox: -3%; KB-V1 MDR tox: inconclusive; IL1B secr inh: -24; HT1080 IDH1KD tx: 2%; S2 tox: inactive

How did Cc1noc(/C=C/N(C)C)c1S(=O)(=O)N1CCCC(C(=O)NC2CCCCC2C)C1 (stereo unspecified) do in these assays?
MCF10A rereplic: inconclusive; ATXN2 expr inh: -13%; KB-3-1 tox: -7%; SW480 rereplic: -4%; HT1080-NT tox: -24%; KB-V1 MDR tox: -3%; IL1B secr inh: -13; HT1080 IDH1KD tx: 0%; S2 tox: inactive

How did O=c1[nH]cccc1-c1nc2ccccc2n1Cc1cccc(Cl)c1 do in these assays?
MCF10A rereplic: 8%; ATXN2 expr inh: -11%; KB-3-1 tox: -15%; SW480 rereplic: 17%; HT1080-NT tox: -8%; KB-V1 MDR tox: 4%; IL1B secr inh: 15; HT1080 IDH1KD tx: inconclusive; S2 tox: inactive

Results for CCN(CC)c1ccc(CNc2nc3ccccc3n2CC)cc1 ?
MCF10A rereplic: 5%; ATXN2 expr inh: -39%; KB-3-1 tox: -8%; SW480 rereplic: 2%; HT1080-NT tox: -25%; KB-V1 MDR tox: -11%; IL1B secr inh: -28; HT1080 IDH1KD tx: -14%; S2 tox: inactive

How did CCc1cccc(NS(=O)(=O)c2ccc3c(c2)CC(C)N3C(=O)C2CC2)c1 (stereo unspecified) do in these assays?
ATXN2 expr inh: -39%; KB-3-1 tox: inconclusive; KB-V1 MDR tox: 13µM*; S2 tox: inconclusive

How did CC1=C(/C=C/C(C)=N\NC(=O)c2ccncc2)C(C)(C)CCC1 do in these assays?
MCF10A rereplic: inconclusive; ATXN2 expr inh: -14%; KB-3-1 tox: -13%; SW480 rereplic: -65%[inhibitor]; HT1080-NT tox: -3%; KB-V1 MDR tox: inconclusive; IL1B secr inh: 22; HT1080 IDH1KD tx: -5%; S2 tox: inactive

What do the screens show for `COc1ccccc1-c1sc2ccccc2c1-c1ccc2c(c1)OCCO2`?
MCF10A rereplic: 36%; ATXN2 expr inh: 5%; KB-3-1 tox: 0%; SW480 rereplic: 80%; HT1080-NT tox: 21%; KB-V1 MDR tox: inconclusive; IL1B secr inh: 12; HT1080 IDH1KD tx: -2%; S2 tox: inactive

What do the screens show for `CCN(CC)S(=O)(=O)c1ccc(NC(=S)Nc2ccc(F)cc2)cc1`?
MCF10A rereplic: -9%; KB-3-1 tox: -14%; SW480 rereplic: -6%; HT1080-NT tox: 1%; KB-V1 MDR tox: 22%; IL1B secr inh: 26; HT1080 IDH1KD tx: 0%; S2 tox: inactive

How did CC[C@H](NC(=O)/C=C/[C@H]1O[C@@H](n2cc(C)c(=O)[nH]c2=O)C[C@@H]1O)c1ccccc1 do in these assays?
ATXN2 expr inh: 10%; KB-3-1 tox: 0%; HT1080-NT tox: 1%; KB-V1 MDR tox: 1%; IL1B secr inh: 0; HT1080 IDH1KD tx: 15%; S2 tox: inactive

How did COCCCn1c2nc3ccccc3nc2c2c(=O)n(Cc3ccc(Cl)cc3)cnc21 do in these assays?
MCF10A rereplic: -5%; ATXN2 expr inh: inconclusive; KB-3-1 tox: 0%; SW480 rereplic: -8%; HT1080-NT tox: -7%; KB-V1 MDR tox: -8%; IL1B secr inh: -15; HT1080 IDH1KD tx: -3%; S2 tox: inconclusive

Results for O=C(NCCCN1CCOCC1)C(=O)NCC1OCCCN1S(=O)(=O)c1cc(F)ccc1F (stereo unspecified) ?
MCF10A rereplic: -13%; ATXN2 expr inh: -1%; KB-3-1 tox: 5%; SW480 rereplic: 4%; HT1080-NT tox: -1%; KB-V1 MDR tox: -1%; IL1B secr inh: inactive; HT1080 IDH1KD tx: -6%; S2 tox: inactive

What do the screens show for `Cn1c(=O)c2c(nc(Br)n2CC(=O)C23CC4CC(CC(C4)C2)C3)n(C)c1=O`?
MCF10A rereplic: -184%[0.0737 µM]; ATXN2 expr inh: -35%; KB-3-1 tox: -12%; SW480 rereplic: inconclusive; HT1080-NT tox: -1%; KB-V1 MDR tox: inconclusive; IL1B secr inh: -6; HT1080 IDH1KD tx: -22%; S2 tox: inactive

What do the screens show for `O=C(Cc1nc(-c2ccc(Br)s2)cs1)NCCN1CCOCC1`?
MCF10A rereplic: 7%; ATXN2 expr inh: -8%; KB-3-1 tox: 6%; SW480 rereplic: 3%; HT1080-NT tox: -2%; KB-V1 MDR tox: -1%; IL1B secr inh: inconclusive; HT1080 IDH1KD tx: -7%; S2 tox: inactive

Results for COc1cccc(-c2cc(=O)[nH][nH]2)c1 ?
MCF10A rereplic: 6%; ATXN2 expr inh: 1%; KB-3-1 tox: -1%; SW480 rereplic: -2%; HT1080-NT tox: 22%; KB-V1 MDR tox: 0%; IL1B secr inh: -23; HT1080 IDH1KD tx: inconclusive; S2 tox: inactive

Results for CC(Nc1nc(-c2ccc(F)cc2)cs1)c1nc2cc(Cl)c(N3CCCCC3)cc2n1CCOCCO (stereo unspecified) ?
MCF10A rereplic: -3%; ATXN2 expr inh: inconclusive; KB-3-1 tox: inconclusive; SW480 rereplic: -3%; HT1080-NT tox: inconclusive; KB-V1 MDR tox: -17%; IL1B secr inh: -75*; HT1080 IDH1KD tx: inconclusive; S2 tox: inconclusive

Results for CC(C)C(=O)N(Cc1ccccc1)S(=O)(=O)c1ccc2c(c1)oc(=O)n2C ?
MCF10A rereplic: inconclusive; ATXN2 expr inh: -4%&15%; KB-3-1 tox: inconclusive; SW480 rereplic: 13%; HT1080-NT tox: -19%; KB-V1 MDR tox: -8%&-24%; IL1B secr inh: 39; HT1080 IDH1KD tx: -3%; S2 tox: inactive

How did COC(=O)Cc1ccc(NC(=S)NCCC(C)C)cc1 do in these assays?
MCF10A rereplic: -12%; ATXN2 expr inh: -4%[11.3 µM]; KB-3-1 tox: 1%; SW480 rereplic: -185%[inhibitor]; HT1080-NT tox: -1%; KB-V1 MDR tox: -23%; IL1B secr inh: 9; HT1080 IDH1KD tx: -2%; S2 tox: inactive

What do the screens show for `Cc1ccc(S(=O)(=O)C2(C(=O)NCc3ccccc3Cl)CC2)cc1`?
MCF10A rereplic: 7%; ATXN2 expr inh: -11%; KB-3-1 tox: -9%; SW480 rereplic: 2%; HT1080-NT tox: 9%; KB-V1 MDR tox: -3%; IL1B secr inh: 0; HT1080 IDH1KD tx: 17%; S2 tox: inactive

How did CC(C)CNC(=O)C1(C)CCCN1Cc1ccc(OC(F)(F)F)cc1 (stereo unspecified) do in these assays?
ATXN2 expr inh: -16%; KB-3-1 tox: -16%; HT1080-NT tox: -26%; KB-V1 MDR tox: -30%; IL1B secr inh: 14; HT1080 IDH1KD tx: 2%; S2 tox: inactive

What do the screens show for `CCOC(=O)C1(C)CCCN1C(=O)c1c(F)cccc1F` (stereo unspecified)?
ATXN2 expr inh: 11%; KB-3-1 tox: 0%; HT1080-NT tox: inconclusive; KB-V1 MDR tox: 2%; IL1B secr inh: 18; HT1080 IDH1KD tx: 13%; S2 tox: inactive

What do the screens show for `CC(C)CN(C(=O)CCC(=O)OCc1ccc(Cl)cc1Cl)c1c(N)n(CC(C)C)c(=O)[nH]c1=O`?
MCF10A rereplic: 10%; ATXN2 expr inh: -8%; KB-3-1 tox: -3%; SW480 rereplic: -5%; HT1080-NT tox: 9%; KB-V1 MDR tox: 2%; IL1B secr inh: -10; HT1080 IDH1KD tx: 9%; S2 tox: inconclusive

How did CCN1CCN(Cc2ccc(NC(=O)c3cc(NC(=O)c4cnnc5ccccc45)cc(OC)c3)cc2C(F)(F)F)CC1 do in these assays?
MCF10A rereplic: -25%; ATXN2 expr inh: inconclusive; KB-3-1 tox: inconclusive; SW480 rereplic: -6%; HT1080-NT tox: inconclusive; KB-V1 MDR tox: 6%&6%; IL1B secr inh: 3&-6; HT1080 IDH1KD tx: inconclusive; S2 tox: inconclusive

Gathered by group: the entries above with a CF3 group.
How did CC(C)CNC(=O)C1(C)CCCN1Cc1ccc(OC(F)(F)F)cc1 (stereo unspecified) do in these assays?
ATXN2 expr inh: -16%; KB-3-1 tox: -16%; HT1080-NT tox: -26%; KB-V1 MDR tox: -30%; IL1B secr inh: 14; HT1080 IDH1KD tx: 2%; S2 tox: inactive

How did CCN1CCN(Cc2ccc(NC(=O)c3cc(NC(=O)c4cnnc5ccccc45)cc(OC)c3)cc2C(F)(F)F)CC1 do in these assays?
MCF10A rereplic: -25%; ATXN2 expr inh: inconclusive; KB-3-1 tox: inconclusive; SW480 rereplic: -6%; HT1080-NT tox: inconclusive; KB-V1 MDR tox: 6%&6%; IL1B secr inh: 3&-6; HT1080 IDH1KD tx: inconclusive; S2 tox: inconclusive
